# Source: PubChem BioAssay
# CHX counter = Cycloheximide Counterscreen for Small Molecule Inhibitors of Shiga Toxin | max response, % | cell reporter, cycloheximide protein synthesis inhibition counterscreen | 12% of 300,000 active | AID 2314, 2010; in the data active = max response mostly above about 13%, no sharp cut-off; inactive = mostly below about 14%; note: read at 38.3 µM for the half of the compounds with a filed dose; 0% is about no effect
# LmPK inh = qHTS Assay for Inhibitors of Leishmania Mexicana Pyruvate Kinase (LmPK); Q27686; purified LmPK, Kinase-Glo ATP luminescence, 1 h; Potency, µM (doses to about 57.5 µM), for the others: at the highest dose activity change, negative = inhibition, hits mostly inhibitors; 0.37% of 290,000 active; AID 1721, 2009; note: potency is the fitted concentration of half-maximal effect; % is set by controls: 0 for no effect and ±100 for the full control effect
# Target sequence (Q27686 whole entry, looked up): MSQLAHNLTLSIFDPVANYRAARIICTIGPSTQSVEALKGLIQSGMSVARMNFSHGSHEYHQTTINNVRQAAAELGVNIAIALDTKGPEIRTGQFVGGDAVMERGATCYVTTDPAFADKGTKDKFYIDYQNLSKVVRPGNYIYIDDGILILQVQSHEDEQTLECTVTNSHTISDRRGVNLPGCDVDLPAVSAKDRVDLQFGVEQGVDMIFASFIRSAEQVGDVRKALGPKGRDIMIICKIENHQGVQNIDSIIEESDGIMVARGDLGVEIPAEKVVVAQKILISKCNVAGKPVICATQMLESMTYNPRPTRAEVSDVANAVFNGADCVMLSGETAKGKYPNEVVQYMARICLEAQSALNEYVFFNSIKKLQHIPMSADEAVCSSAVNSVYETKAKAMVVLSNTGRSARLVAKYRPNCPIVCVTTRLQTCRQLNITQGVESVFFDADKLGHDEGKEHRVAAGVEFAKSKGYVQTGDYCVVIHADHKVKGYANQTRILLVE
#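 Pyruvate kinase activity monitored as ATP production (luciferase luminescence). Conditions: 0.1 nM enzyme, 0.5 mM PEP, 0.1 mM ADP, 1 h, RT; normalized against uninhibited and no-enzyme wells.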
# Pf growth 48h = Primary qHTS for delayed death inhibitors of the malarial parasite plastid, 48 hour incubation; P. falciparum luciferase growth in erythrocytes, 48 h; 5.9% of 310,000 active; AID 504832, 2011; Potency, µM (highest dose often 28.7 µM), for the others: at the top dose activity change, negative = inhibition, usual class: inhibitors; note: potency is the fitted concentration of half-maximal effect; % is set by controls: 0 for no effect and ±100 for the full control effect
#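 Cell-based growth assay: transgenic P. falciparum expressing firefly luciferase, cultured in red cells within RPMI 1640 containing 0.5% w/v Albumax, 24 mM bicarbonate and gentamycin. A drop in luciferase activity indicates inhibition.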
# Pf growth 96h = Primary qHTS for delayed death inhibitors of the malarial parasite plastid, 96 hour incubation; P. falciparum luciferase reporter growth, 96 h; Potency, µM (highest dose often 28.7 µM), without a hit: at the top dose activity change, negative = inhibition, actives largely listed as inhibitors; 6.9% of 320,000 active; note: potency is the fitted concentration of half-maximal effect; % is set by controls: 0 for no effect and ±100 for the full control effect
#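 Delayed-death screen, second-generation endpoint: infected erythrocytes, 2% hematocrit, 0.05% parasitemia final; 96 hours at 37 C, 5% CO2; luciferase detection reagent; luminescence decrease equals reduced growth.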
# Shiga toxin inh = A qHTS for Small Molecule Inhibitors of Shiga Toxin | Vero cells, Shiga toxin protein synthesis inhibition reporter | 9.2% of 290,000 active | AID 2315, 2010 | inhibition, % at 38.7 µM; in the data active = inhibition mostly above about 28%, no sharp cut-off; inactive = mostly below about 43%; note: 0% is about no effect
# AmpC no deterg = qHTS Inhibitors of AmpC Beta-Lactamase (assay without detergent) | P00811 | AmpC nitrocefin hydrolysis, absorbance 480 nm, 0.0001% Triton | Potency, µM (titrated, usually from 57.1 µM), for inactives: at the top dose activity change, negative = inhibition, most hits filed as inhibitors | 0.52% of 330,000 active | AID 485341, 2010;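 note: potency is the fitted concentration of half-maximal effect; plate controls were no compound for no effect and no enzyme for full effect; nearly all actives have a fitted effect of over 20% in size; some results filed as inactive show a strong effect at the top dose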
# Target sequence (P00811 whole entry, looked up): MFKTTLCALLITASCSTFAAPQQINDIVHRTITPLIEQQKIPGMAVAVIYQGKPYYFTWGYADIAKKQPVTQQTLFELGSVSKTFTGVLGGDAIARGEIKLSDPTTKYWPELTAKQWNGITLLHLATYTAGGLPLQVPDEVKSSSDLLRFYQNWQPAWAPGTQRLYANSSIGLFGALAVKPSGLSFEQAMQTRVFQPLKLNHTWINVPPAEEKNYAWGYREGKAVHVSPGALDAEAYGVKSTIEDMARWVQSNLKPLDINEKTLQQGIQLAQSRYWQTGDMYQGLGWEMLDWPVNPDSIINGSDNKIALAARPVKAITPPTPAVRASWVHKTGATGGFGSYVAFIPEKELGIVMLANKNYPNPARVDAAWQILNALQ
#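 AmpC (5.3 nM in the dispensed reagent) in 20 mM phosphate pH 7.0 with 0.01% (detergent screen) or 0.0001% Triton X-100 was preincubated with compounds for 15 min at room temperature. Nitrocefin was then added from an 800 uM solution, and hydrolysis was followed at 480 nm.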
# TbPYK inhibitor = qHTS of Trypanosoma Brucei Inhibitors; Potency, µM (titrated, usually from 76.8 µM), for inactives: at the highest dose activity, negative = inhibition, most hits filed as inhibitors; 0.12% of 410,000 active; TbPYK enzyme, Kinase-Glo Plus ATP luminescence, 45 min; pyruvate kinase (Trypanosoma brucei), Q57TT1; note: potency is the fitted concentration of half-maximal effect; % is set by controls: 0 for no effect and ±100 for the full control effect; nearly all actives have a fitted effect of over 50% in size
#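 ADP (130 uM final) triggers the TbPYK reaction after compound addition; incubation is 45 min at room temperature. Kinase-Glo Plus is then added and luminescence imaged. Normalized data are fitted to concentration-effect curves.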
# * = called active by the depositor; ? = inconclusive; nt = not tested or not shown; & = joins results of further samples; [ ] = dose if it differs, or a comment. Unless noted, calls come from the whole dose curve; as a rule, active = well fitted curve in the direction sought with a large enough effect; inconclusive = small, poorly fitted or top-dose-only effect, or another doubt; inactive = no such curve, though single readings can be large; an effect the other way counts as inactive or inconclusive.
# Below each SMILES: Pf growth 96h	CHX counter	TbPYK inhibitor	AmpC no deterg	Shiga toxin inh	Pf growth 48h	LmPK inh
> Cc1nc2sccn2c1-c1nc(-c2cc3ccccc3o2)cs1
  317%[activator]	-1	3%	-4%	-27	nt	0%
> Fc1ccc(/C=C2\CCCC3=C2Nc2ncnn2C3c2ccc(F)cc2)cc1 (stereo not drawn)
  ?	-2	-3%	17%	-8	13µM*	2%
> COc1ccc(C(=O)C2CCCN(S(=O)(=O)c3cccc(C)c3)C2)c(C)c1 (stereo not drawn)
  ?	1	2%	-28%	-2	6%	0%
> O=C(Nc1ccccc1F)C1(c2ccccc2)CC1(Cl)Cl (stereo not drawn)
  ?	-2	-3%	-28%	18	?	3%
> Cc1cccc(NC(=O)CN2C(=O)S/C(=C\c3cccn3-c3cccc(C(=O)O)c3)C2=O)c1
  9%	-4	1%	-31%	14	16%	1%
> COc1ccc2c(c1)c1ncn(CC3CCCO3)c(=O)c1n2C (stereo not drawn)
  -9%	12	2%	8%	18	13%	1%
> COc1ccc(-c2nnc(NC(=O)c3ccccc3C)o2)cc1
  ?	-1	2%	-30%	14	?	4%
> CSc1ccccc1C(=O)N1CCCCC1
  ?	7	1%	-5%[2.29 µM]	-4	24%	1%
> Cc1cccc2cc(C#N)c(N3CCN(C)CC3)nc12
  -1%	0	3%	-12%	-7	-11%	2%
> C/C(=N\NC(=O)c1nnn(-c2nonc2N)c1-c1cccs1)c1cccnc1
  ?	-2	-5%	-17%	3	-7%	1%
> CC(C)[C@H](NC(=O)c1ccco1)C(=O)N(C)Cc1ccc(C(F)(F)F)cc1
  4%	9	-6%	53%	-11	-4%	1%
> O=C(c1ccc(CS(=O)c2ccccc2Cl)o1)N1CCOCC1 (stereo not drawn)
  -4%	-9	-10%	-12%	-11	1%	-16%
> O=C(c1ccco1)N1CCN(c2nc3ccccc3c(=O)n2-c2ccccc2)CC1
  ?	9	-1%	64%[activator]	6	?	-6%
> O=C(OCCN1C(=O)c2ccccc2C1=O)c1ccc(S(=O)(=O)N2CCCCCC2)cc1
  3%[5.75 µM]	-2	-2%	-8%	-7	-11%	6%
> CCN(CC)C1CCCCC1NS(=O)(=O)c1ccc(Cl)cc1 (stereo not drawn)
  ?	-1	-6%	1%	12	-15%	9%
> Cc1cccc(Cn2c(SCC(=O)Nc3ccccc3)nc3c2c(=O)[nH]c(=O)n3C)c1
  ?	-1	1%	52%	-2	?	3%
> Cc1cccnc1NC(=O)C1COc2ccccc2O1 (stereo not drawn)
  ?	6	2%	-20%	12	17%	1%
> CCOc1cc(C=O)c(Br)cc1OC1CCCC1
  75%[activator]	-5	-1%	-15%	12	-2%	2%
> Cc1ccccc1OCC(=O)OCC(=O)c1cc(C)n(C2CC2)c1C
  16%	nt	4%	-18%	nt	16%	nt
> CCCCC(=O)Nc1c2c(nn1-c1ccc([N+](=O)[O-])cc1)CS(=O)(=O)C2
  15%	-5	4%	-11%	20	12%	-1%
> CC(=O)c1c(C)[nH]c(C2=NNC(=NC(C)(C)C)SC2)c1C
  2.6µM*	29*	?	-30%	82*	0%	2%
> Cc1ccc(NC(=O)COC(=O)C2CCN(c3ccc(C(F)(F)F)cn3)CC2)cc1
  -18%	nt	2%	-6%	nt	-17%	nt
> CN1N=C2c3ccccc3CCC2C1c1ccc(C(F)(F)F)cc1 (stereo not drawn)
  3%	2	-2%	-13%	27	?	6%
> COc1cc(C(=O)NC(=S)N(CCc2ccccc2)CCc2ccccc2)cc(OC)c1OC
  12µM*	1	-7%	38%	-7	10µM*	-2%
> CCN1CCCC1CNCc1ccccc1OCc1ccc(F)cc1 (stereo not drawn)
  nt	-2	-8%	1%	-16	10µM*	6%
> O=C(NNC(=O)c1ccc(F)cc1F)c1ccc(-n2cnnn2)cc1
  22%	-3	0%	-26%	-10	14%	0%
> Cc1occc1C(=O)N/N=C/C(Br)=C/c1ccccc1
  ?	39*	0%	-36%[11.4 µM]	86*	40%[activator]	?
> Cc1cccc(NC(=O)CSc2nnc(Cc3ccccc3)o2)c1
  37%[activator]	11	3%	-8%	-13	5%	5%
> COCCNC(=O)C1(C)C=CC2(CCCCC2)N1C(=O)c1ccccc1 (stereo not drawn)
  -17%	-2	7%	-2%	-11	4%	1%
> Cc1cc(OCC(=O)C(C)(C)C)c2c(C)c(C)c(=O)oc2c1
  18%	-1	-19%	-31%	3	-13%	5%
> COc1ccc([C@H]2CC(=O)C=C(c3cccc4c3sc3ccccc34)C2)cc1OC
  ?	nt	-2%	36%	nt	?	nt
> Cn1c(=O)c2c(nc(SCC(=O)NC3CCCC3)n2C)n(C)c1=O
  24%	-3	2%	-7%	2	1%	0%
> Cc1cccc(C2c3[nH]c4ccccc4c3CCN2C(=O)c2cc(CC(C)C)[nH]c(=O)n2)n1 (stereo not drawn)
  ?	-2	2%	39%	15	?	6%
> O=C(O)CC(NNC(=O)c1ccccc1)C(=O)Nc1ccc([N+](=O)[O-])cc1 (stereo not drawn)
  0%	37*	-5%	-23%	67*	12%	1%
> COc1cc(C(=O)NNC(=O)C2CCCC2)cc(OC)c1OC
  26%	-6	3%	-24%	-7	23%	-8%
> CCOc1ccc(-c2[nH]ncc2Oc2ccccc2OC)c(O)c1
  nt	3	-8%	-29%	35	8.3µM*	-1%
> C/C(CC(=O)Nc1ccc2c(c1)OCCO2)=N\NC(=O)c1ccccc1Cl
  31%[activator]	20*	-4%	-14%	76	33%[activator]	-1%
> CC(O)c1nc2ccccc2n1CC(=O)Nc1ccc(F)cc1Cl (stereo not drawn)
  36%[activator]	-1	1%	-4%	7	?	0%
> CCOC(=O)C1C(C)=C(Nc2ccc(OC)cc2)C(=O)N1c1ccc(OC)cc1 (stereo not drawn)
  17%	-3	-3%	-21%	-6	27%	-2%
> O=C(NC1CCN(Cc2ccccc2)CC1)c1cccc(S(=O)(=O)Nc2cc(C(F)(F)F)ccc2Cl)c1
  48%	-6	-9%	24%	-10	-3%	0%
> CCC(=NCc1cc(OC)cc(OC)c1)c1c(O)n(C)c(=O)n(C)c1=O
  20%	2	-1%	0%	-10	nt	7%
> COc1cc(C(=O)NCC(c2ccc(F)cc2)N2CCOCC2)ccc1OCc1ccccc1Cl (stereo not drawn)
  9.3µM*	nt	-1%	256%[activator]	nt	5.2µM*	nt
> CCn1ncc(Br)c1C(=O)Nc1ccc(-c2ccno2)cc1
  ?	9.8*	2%	4%	7	-10%	-7%
> COc1ccc(-c2cc(C(=O)N3CCCCCC3)no2)cc1OC
  134%[activator]	30*	3%	61%[activator]	52*	70%[activator]	0%
> CCOc1ccc(C(=O)NCC(=O)OCC(=O)c2ccc3c(c2)-c2ccccc2C3)cc1
  -7%	1	-9%	-59%	33	7%	-3%
> COc1ccc(OC)c(CCNC(=O)c2nn(C)c3c2CS(=O)(=O)c2ccccc2-3)c1
  33%[activator]	-1	1%	-11%	-5	?	0%
> Cc1nnsc1Sc1ccccc1
  -7%	-1	-3%	2%	-1	19%	6%
> CC1CCc2cccc3c2N1c1cc(C#N)c(C#N)cc1O3 (stereo not drawn)
  nt	-2	-3%	-18%	-6	4%	4%
> Cc1[nH]c2ccc(S(N)(=O)=O)cc2c1C
  -9%	8	3%	-15%	-13	6%	-2%
> CNS(=O)(=O)c1cnccc1N1CCN(c2cccc(Cl)c2)CC1
  ?	-2	2%	nt	-17	?	2%

# Going on with the list.
# Below each SMILES: Pf growth 96h	CHX counter	TbPYK inhibitor	AmpC no deterg	Shiga toxin inh	Pf growth 48h	LmPK inh
> CC(=O)C1=NOC2C(=O)N(c3ccc(Cl)cc3)C(=O)C12 (stereo not drawn)
  0%	-4	-18%	-30%	8	-1%	-1%
> CCC(C)(C)NC(=O)/C=C/c1cccs1
  34%[activator]	11*	-10%	-16%	12	17%	-3%
> Cc1cccc(-n2c(-c3csc(C)c3)n[nH]c2=S)c1
  nt	-2	?	-34%	-17	4%	4.5µM*
> O=C(CN1C(=O)NC2(CCCC2)C1=O)Nc1ccc(F)c([N+](=O)[O-])c1
  ?	-3	-3%	-5%	-14	-15%	0%
> O=c1oc2ccccc2cc1-c1nc2c(s1)CCCC2
  164%[activator]	31*	-21%	-23%	56*	279%[activator]	13µM*
> N#Cc1cc2c(nc1SCC(=O)NCc1ccc3c(c1)OCO3)CCCCC2
  0%[5.75 µM]	-2	1%	-33%	12	50%[activator]	2%
> CCC(c1nnnn1CC1CCCO1)N(CCN1CCOCC1)Cc1cc2cc(C)ccc2[nH]c1=O (stereo not drawn)
  ?	5	-6%	45%	14	-13%	2%
> CC[C@@]1(O)C(=O)OCc2c1cc1n(c2=O)Cc2cc3c(CN(C)C)c(O)ccc3nc2-1
  11µM*	nt	-10%&-9%&-18%	nt	nt	8.5µM*	nt
> O=C(c1cc(COc2c(F)cccc2F)on1)N1CCCCCC1
  92%[activator]	61*	-3%	26%	81*	68%[activator]	-4%
> O=C(Nc1cccc(O)c1)C(Cc1ccccc1)N1C(=O)c2cccc3cccc(c23)C1=O (stereo not drawn)
  ?	0	2%	-13%	-7	-14%	-2%
> COC(=O)c1sccc1NC(=O)COc1ccc(Cl)cc1Cl
  ?	9	-3%	-19%	12	63%[activator]	0%
> COCC(=O)N1CCC(Oc2ccc(C(=O)N3CCCCCC3)cc2)CC1
  12%	-3	1%	22%	1	0%	-9%
> COc1ccc(/C=C/C(=O)O)cc1S(=O)(=O)NCc1ccco1
  -6%	1	-1%	-2%	18	39%	-1%
> C[C@]12CC(=CO)C(=O)C[C@@H]1CC[C@@H]1[C@@H]2CC[C@@]2(C)[C@H]1CC[C@]2(C)O
  nt	0	nt	-26%	-3	nt	6%
> O=C(/C=C/c1cccc(Cl)c1)OCc1cn2cc(Cl)ccc2n1
  23%	4	-2%	-27%	-7	20%	3%
> Cc1ccc(O)c(NC(=O)CCC2CCCCC2)c1
  13µM*	34*	1%	-28%	138*	?	-8%
> Cc1c(C(=O)N2CCN(Cc3ccc4c(c3)OCO4)CC2)cccc1[N+](=O)[O-]
  -11%	-2	-1%	1%	-12	-11%	0%
> O=c1c(C(c2ccc(O)cc2)c2c(O)nc3n(c2=O)CCCS3)c(O)nc2n1CCCS2
  ?	-4	-16%	-19%	-10	2.9µM*	5%
> O=C(O)CSc1cn(Cc2ccccc2)c2ccccc12
  11%	1	-6%	-25%	3	-2%	7%

# In the list so far, these contain bromine:
# Below each SMILES: Pf growth 96h	CHX counter	TbPYK inhibitor	AmpC no deterg	Shiga toxin inh	Pf growth 48h	LmPK inh
> CCOc1cc(C=O)c(Br)cc1OC1CCCC1
  75%[activator]	-5	-1%	-15%	12	-2%	2%
> Cc1occc1C(=O)N/N=C/C(Br)=C/c1ccccc1
  ?	39*	0%	-36%[11.4 µM]	86*	40%[activator]	?
> CCn1ncc(Br)c1C(=O)Nc1ccc(-c2ccno2)cc1
  ?	9.8*	2%	4%	7	-10%	-7%
